High-throughput results: PubChem BioAssay, several laboratories
HTRA1 inhibitor = HTRA1 serine protease inhibitors, primary screen, biochemical, fluorescence polarization, HTS. recombinant HTRA1, FP-rhodamine activity-based probe. inhibition, % at 5.96 µM. 340,000 compounds, 0.5% hits. AID 504803, 2011; in the data active means inhibition above about 36%;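 further: 0% = enzyme with DMSO and 100% = wells lacking enzyme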
MBD2 DNA inh = inhibitors of MBD2 binding to methylated DNA, primary screen, biochemical, TR-FRET, DNA-binding domain, human; MBD2 binding to methylated oligonucleotide; inhibition, % at 4.4 µM; 370,000 compounds, 0.31% hits; AID 686964, 2013; in the data active means inhibition above about 13%
Target sequence (Q9UBB5 whole entry, looked up, the tested form may be a part): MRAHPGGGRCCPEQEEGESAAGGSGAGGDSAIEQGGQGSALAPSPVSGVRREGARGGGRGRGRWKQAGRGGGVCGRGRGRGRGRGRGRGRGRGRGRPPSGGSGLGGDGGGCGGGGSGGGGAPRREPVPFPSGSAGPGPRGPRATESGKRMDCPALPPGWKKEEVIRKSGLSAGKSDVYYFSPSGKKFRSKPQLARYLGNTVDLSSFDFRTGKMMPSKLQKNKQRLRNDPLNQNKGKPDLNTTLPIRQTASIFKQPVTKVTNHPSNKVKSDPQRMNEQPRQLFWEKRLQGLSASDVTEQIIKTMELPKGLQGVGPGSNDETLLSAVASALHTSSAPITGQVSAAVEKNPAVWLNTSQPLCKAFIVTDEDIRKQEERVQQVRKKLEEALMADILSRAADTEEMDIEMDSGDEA
NPR2 activator = human GC-B receptor activators, primary screen, HEK293 GC-B cells, cGMP TR-FRET, EC30 CNP; 0% at EC30 CNP, 100% saturating CNP; activation, % at 10 µM; 370,000 compounds, 0.11% hits; AID 1920062, 2024;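 active means activation at 10 µM reaching about 35% in either raw or pattern-adjusted values, limit read from the data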
GC-A act = GC-A stimulated cGMP production enhancers – HEK293 GC-A cells, cGMP TR-FRET, EC30 ANP, primary screen; 0% at EC30 ANP, 100% saturating ANP; Atrial natriuretic peptide receptor 1 (Homo sapiens), P16066; 370,000 compounds, 0.14% hits; activation, % at 10 µM; AID 1671463, 2021; in the data active means activation above about 40%
rCAG binder = binders of r(CAG) RNA repeats, primary screen, biochemical, fluorescence. inhibition, % at 3 µM. AID 651821, 2012. 370,000 compounds, 1.3% hits. r(CAG) RNA repeat, TO-PRO-1 dye displacement fluorescence;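 active means inhibition above the plate cutoff, the mean of all test compounds on that plate plus 3 SD, cut at about 35% in these data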;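 further: 0% = DMSO alone and 100% = 100 µM mitoxantrone as full dye displacement; higher means more dye released from RNA so lower well fluorescence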
PRMT1 inh = PRMT1 methyltransferase inhibitors, primary screen, biochemical, fluorescence polarization; Protein arginine N-methyltransferase 1 (Homo sapiens), Q99873; recombinant PRMT1, activity-based probe fluorescence polarization; inhibition, % at 2.79 µM; 370,000 compounds, 1.3% hits;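 active means inhibition above about 21% made by adding two undisclosed values, limit read from the data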
mABHD4 FP = ABHD4 inhibitors, primary screen, biochemical, fluorescence polarization, mouse; 370,000 compounds, 0.54% hits; purified mABHD4, FP-Rh probe fluorescence polarization; inhibition, % at 8.92 µM; AID 720543, 2013; (Lyso)-N-acylphosphatidylethanolamine lipase (Mus musculus), Q8VD66;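 active means inhibition exceeding the mean over every tested compound plus 3 SD, cut at about 30% in these data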;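 further: 0% = plate median of compound wells and 100% = S159A mutant with DMSO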
Target sequence (Q8VD66 whole entry, looked up): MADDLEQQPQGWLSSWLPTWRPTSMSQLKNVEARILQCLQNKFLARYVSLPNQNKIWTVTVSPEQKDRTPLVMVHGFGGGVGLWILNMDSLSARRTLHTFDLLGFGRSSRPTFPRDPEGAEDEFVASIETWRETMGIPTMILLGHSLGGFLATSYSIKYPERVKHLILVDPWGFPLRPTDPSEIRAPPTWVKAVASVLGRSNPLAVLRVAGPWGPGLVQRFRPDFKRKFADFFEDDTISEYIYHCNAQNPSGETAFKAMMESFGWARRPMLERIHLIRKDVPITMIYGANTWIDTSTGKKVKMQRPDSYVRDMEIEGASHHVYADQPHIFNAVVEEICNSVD
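Assay system: mABHD4 protein; medium: HEPES pH 7.0, NaCl, Pluronic buffer; dosing: 8.92 µM, single dose; schedule: 45 min + 60 min at 25 °C; signal: FP readout, ex 525 nm / em 598 nm; read-out: normalized percent inhibition of probe labeling; repeats: single replicate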
TCR-CD3 inh = inhibitors of human TCR-CD3 interaction, primary screen, biochemical, fluorescence, TAMRA-labeled TCR probe | inhibition, % at 9.4 µM | AID 651800, 2012 | T-cell receptor (TCR) | 360,000 compounds, 0.37% hits; in the data active means inhibition above about 19%;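 further: recombinant mutant TCR 2C K166C tagged with TAMRA read by polarization; 0% = receptor in buffer alone and 100% = receptor with positive control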
SIAE primary = human SIAE inhibitors, primary screen, biochemical, fluorescence polarization, FP-Rh probe, 1536-well HTS; SIAE FP-Rh probe binding; inhibition, % at 9.66 µM; 370,000 compounds, 0.69% hits;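 active means inhibition above a cutoff: mean of compounds within the control limits plus 3 SD of those, cut at about 17% in these data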;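 further: 0% = plate median of compound wells and 100% = probe without SIAE protein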
UHRF1 MBD2 ctr = UHRF1 methylated DNA binding inhibitors, primary screen, counter-screen for MBD2 inhibitor project, biochemical, TR-FRET, human UHRF1, single concentration. 370,000 compounds, 0.75% hits. E3 ubiquitin-protein ligase UHRF1 (Homo sapiens), Q96T88. AID 687016, 2013. UHRF1 binding to methylated oligo. inhibition, % at 4.4 µM; in the data active means inhibition above about 21%;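 further: UHRF1 SRA domain binding a hemimethylated CpG hairpin DNA probe; 0% = median of test compound wells and 100% = reference inhibitor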
* hit, by the source's call; x = no result given. Some of the compounds tested; rates above refer to the full screens.

1) CC1([N+](=O)[O-])COP(=O)(Nc2ccc(Cl)cc2)OC1 (stereo not drawn)
2) COc1c(/C=C2/C(=O)NC(=O)N(C)C2=O)c(CCN(C)C(=O)c2ccccc2)cc2c1OCO2
3) Cc1ccc(C2=NC(C)(C)N3C2C3c2ccc([N+](=O)[O-])cc2)cc1 (stereo not drawn)
4) O=C1NC(=O)N(Cc2ccccc2)C(=O)/C1=C/N1CCCc2ccccc21
5) COC(=O)C1=C(c2ccc(F)cc2OCc2ccccc2)C[C@@H]2CC[C@H]1N2C(=O)NCc1ccco1
6) COC1=C(C)C(=O)C2=C(C1=O)C(CO)N1C(C#N)C3CC4C(C1C2N1CCOC41)N3C (stereo not drawn)

entry no.	1	2	3	4	5	6
HTRA1 inhibitor	1	6	-7	4	-26	4
MBD2 DNA inh	5	0	1	10	-4	-1
NPR2 activator	-1	-2	-4	8	-6	-2
GC-A act	0	4	-1	1	-10	8
rCAG binder	0	-1	-1	18	6	3
PRMT1 inh	3	20	0	28*	6	8
mABHD4 FP	-1	6	8	0	-2	8
TCR-CD3 inh	-7	-7	2	-9	0	7
SIAE primary	10	15	-7	3	-2	9
UHRF1 MBD2 ctr	1	-6	3	-3	1	-6

7) Clc1cccc(C2NCCc3[nH]cnc32)c1 (stereo not drawn)
8) CC(C)=CCN1CC[C@@]2(C)c3cc(O)ccc3C[C@@H]1C2C (stereo partly drawn)
9) Cc1cc(OC(=O)CCCNC(=O)OC(C)(C)C)c2c3c(c(=O)oc2c1)CCC3
10) O=C1NC(=S)NC(=O)C1=Cc1ccc(OCc2ccccc2)cc1
11) CN(C)CC1CSCCC1(O)c1ccc(Cl)cc1 (stereo not drawn)
12) CCOC(=O)c1[nH]c2ccc(OC)cc2c1C(SCC(=O)O)c1ccc(C(F)(F)F)cc1 (stereo not drawn)

entry no.	7	8	9	10	11	12
HTRA1 inhibitor	-5	-7	3	1	5	-18
MBD2 DNA inh	3	5	3	2	-5	7
NPR2 activator	2	-4	-9	4	3	3
GC-A act	4	-1	-2	3	-1	-10
rCAG binder	-2	2	-1	3	3	56*
PRMT1 inh	0	0	0	6	-1	1
mABHD4 FP	2	0	2	1	2	-9
TCR-CD3 inh	1	-10	1	7	-1	-14
SIAE primary	-5	2	-4	-11	4	1
UHRF1 MBD2 ctr	-3	3	-3	-1	8	0

13) c1ccc(N2Cc3ccccc3-n3nncc3C2)nc1
14) CCCCCN1C(=O)c2cc(OC)ccc2[C@@]2(C(=O)OCC)Cc3cc(OC)ccc3[C@@H]12
15) COc1ccc(Cl)cc1NC1=NCC(C)S1 (stereo not drawn)
16) COC(=O)C(O)(c1ccc(NC(=O)c2cccs2)c(C)c1)C(F)(F)F (stereo not drawn)
17) CCCSc1nc(O)c(CC)c(=O)n1C(C)CC (stereo not drawn)
18) CC1CCCCN1CC(=O)c1ccc2cc[nH]c2c1 (stereo not drawn)

entry no.	13	14	15	16	17	18
HTRA1 inhibitor	-4	x	1	1	5	-4
MBD2 DNA inh	4	-4	-2	1	0	-5
NPR2 activator	1	-6	-8	3	-1	0
GC-A act	1	-16	-1	5	4	-1
rCAG binder	3	3	-1	-3	1	16
PRMT1 inh	-1	4	-2	5	0	2
mABHD4 FP	9	-8	3	-10	6	3
TCR-CD3 inh	9	3	-3	-6	1	0
SIAE primary	-3	-3	3	-4	2	-3
UHRF1 MBD2 ctr	-4	-2	0	4	3	-3

19) COc1ccc2c(c1)C13CCN(C)C(C2)C1CCC1(C3)OCCO1 (stereo not drawn)
20) CCNC(=O)C1OC(n2cnc3c(N)ncnc32)C(O)C1O (stereo not drawn)
21) O=P(CN1CCN(c2ccccc2)CC1)(N1CCCCC1)N1CCCCC1
22) O=C1C2CCN(CC2)C1(CO)CO
23) CCc1nn(CC(=O)N2CCC3(CC2)OCCO3)c(=O)c2cccn12
24) Cc1ccc(S(=O)(=O)NP(=O)(Oc2ccccc2)Oc2ccccc2)cc1

entry no.	19	20	21	22	23	24
HTRA1 inhibitor	-9	2	-5	3	3	-3
MBD2 DNA inh	-4	1	6	0	3	0
NPR2 activator	-6	-4	6	5	-4	2
GC-A act	-4	12	4	2	-2	0
rCAG binder	2	-2	-9	1	-1	40*
PRMT1 inh	0	4	2	9	0	-1
mABHD4 FP	4	6	-3	-2	-1	-1
TCR-CD3 inh	1	-1	-2	-3	-6	5
SIAE primary	1	8	2	4	0	1
UHRF1 MBD2 ctr	0	0	1	0	-1	-3

25) O=C1NC(=O)N(c2ccc3c(c2)OCO3)C(=O)/C1=C/c1cccs1
26) c1ccc(P(c2ccccn2)c2ccccn2)cc1
27) O=C1CN=C(c2ccccc2F)c2cc(Cl)ccc2N1
28) CCc1cccc(CC)c1NC(=S)N1CC2CC(C1)c1cccc(=O)n1C2 (stereo not drawn)
29) Nc1c(C(=O)NCc2ccco2)c2nc3ccccc3nc2n1CCN1CCCCC1
30) CC(=O)Nc1ccc(C(=O)C(Cc2ccccc2)N(C)C)cc1 (stereo not drawn)

entry no.	25	26	27	28	29	30
HTRA1 inhibitor	3	7	11	-1	-9	1
MBD2 DNA inh	-2	1	0	4	2	-1
NPR2 activator	8	5	1	1	-2	-3
GC-A act	25	4	-1	2	4	0
rCAG binder	3	-3	2	2	4	11
PRMT1 inh	4	1	6	2	3	5
mABHD4 FP	-32	6	-7	-9	-10	-1
TCR-CD3 inh	-10	-6	1	0	-9	-4
SIAE primary	-1	5	-4	-6	-19	-3
UHRF1 MBD2 ctr	-3	-3	4	6	-5	4

Only GC-A act, for some of the entries so far:
| entry | compound | GC-A act |
| --- | --- | --- |
| 25 | O=C1NC(=O)N(c2ccc3c(c2)OCO3)C(=O)/C1=C/c1cccs1 | 25 |
| 26 | c1ccc(P(c2ccccn2)c2ccccn2)cc1 | 4 |

Entries 1 through 10 from above:
1) CC1([N+](=O)[O-])COP(=O)(Nc2ccc(Cl)cc2)OC1 (stereo not drawn)
2) COc1c(/C=C2/C(=O)NC(=O)N(C)C2=O)c(CCN(C)C(=O)c2ccccc2)cc2c1OCO2
3) Cc1ccc(C2=NC(C)(C)N3C2C3c2ccc([N+](=O)[O-])cc2)cc1 (stereo not drawn)
4) O=C1NC(=O)N(Cc2ccccc2)C(=O)/C1=C/N1CCCc2ccccc21
5) COC(=O)C1=C(c2ccc(F)cc2OCc2ccccc2)C[C@@H]2CC[C@H]1N2C(=O)NCc1ccco1
6) COC1=C(C)C(=O)C2=C(C1=O)C(CO)N1C(C#N)C3CC4C(C1C2N1CCOC41)N3C (stereo not drawn)
7) Clc1cccc(C2NCCc3[nH]cnc32)c1 (stereo not drawn)
8) CC(C)=CCN1CC[C@@]2(C)c3cc(O)ccc3C[C@@H]1C2C (stereo partly drawn)

entry no.	1	2	3	4	5	6	7	8
HTRA1 inhibitor	1	6	-7	4	-26	4	-5	-7
MBD2 DNA inh	5	0	1	10	-4	-1	3	5
NPR2 activator	-1	-2	-4	8	-6	-2	2	-4
GC-A act	0	4	-1	1	-10	8	4	-1
rCAG binder	0	-1	-1	18	6	3	-2	2
PRMT1 inh	3	20	0	28*	6	8	0	0
mABHD4 FP	-1	6	8	0	-2	8	2	0
TCR-CD3 inh	-7	-7	2	-9	0	7	1	-10
SIAE primary	10	15	-7	3	-2	9	-5	2
UHRF1 MBD2 ctr	1	-6	3	-3	1	-6	-3	3

9) Cc1cc(OC(=O)CCCNC(=O)OC(C)(C)C)c2c3c(c(=O)oc2c1)CCC3
10) O=C1NC(=S)NC(=O)C1=Cc1ccc(OCc2ccccc2)cc1

entry no.	9	10
HTRA1 inhibitor	3	1
MBD2 DNA inh	3	2
NPR2 activator	-9	4
GC-A act	-2	3
rCAG binder	-1	3
PRMT1 inh	0	6
mABHD4 FP	2	1
TCR-CD3 inh	1	7
SIAE primary	-4	-11
UHRF1 MBD2 ctr	-3	-1

Following part.
31) Cc1ccc(CC(=O)N2CCN(C)CC2)cc1
32) CC1(C)CCCN1CCC(C(N)=O)(c1ccccc1)c1ccccc1
33) Cc1onc(-c2c(Cl)cccc2Cl)c1C(=O)Nc1ccc2c(C(F)(F)F)cc(=O)oc2c1
34) CN1C(=O)C(=Cc2cc([N+](=O)[O-])ccc2N2CCCCC2)C(=O)N(C)C1=O
35) CN1CC(C(=O)c2ccc(Cl)cc2)C(c2ccccc2F)C1 (stereo not drawn)
36) COC(=O)C1=C(c2ccc(OC(F)(F)F)cc2)C[C@@H]2CC[C@H]1N2C(=O)NCCOc1ccc(OC)cc1
37) O=C(CN1CCCCC1)Nc1ccc(Br)cc1C(=O)c1ccccc1Cl
38) CCCCn1c(=O)c(C(=O)NCc2ccccc2OC)c(O)c2ccccc21
39) Oc1ccc(Cl)c(Cl)c1

entry no.	31	32	33	34	35	36	37	38	39
HTRA1 inhibitor	-3	5	2	-4	3	-9	-7	0	1
MBD2 DNA inh	-2	-3	6	-5	-1	3	-5	0	-6
NPR2 activator	3	-10	2	4	-13	-2	4	2	-8
GC-A act	-4	-14	3	-3	-33	-3	4	6	1
rCAG binder	-3	1	0	5	-7	-7	2	0	1
PRMT1 inh	1	2	-2	-3	-7	3	-1	-1	-3
mABHD4 FP	-1	6	-5	-5	-4	19	-2	-1	-3
TCR-CD3 inh	-2	2	-2	12	-2	2	1	-3	6
SIAE primary	9	0	-1	-5	1	5	6	-5	-2
UHRF1 MBD2 ctr	1	1	1	-1	-1	-6	1	1	0
